Assay outcomes deposited in PubChem by The Scripps Research Institute Molecular Screening Center.
GalR3 antagonist = blocks the human galanin receptor 3; actives 0.44% (n = 360,000); O60755; HEK293 GalR3-CNG cAMP membrane potential fluorescence; galR3 body fused to GalR1 C-terminus; inhibition, % at 3 µM; AID 651719;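 active = inhibition above the screen-wide average plus 3 SD, cut at about 13% in these data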;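 also: forskolin and galanin both at EC90 stimulate the cells; cAMP rise reported by CNG channel membrane potential dye signal; 0% = forskolin plus galanin with DMSO and 100% = forskolin alone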
Target sequence (O60755 1-299 limits assumed): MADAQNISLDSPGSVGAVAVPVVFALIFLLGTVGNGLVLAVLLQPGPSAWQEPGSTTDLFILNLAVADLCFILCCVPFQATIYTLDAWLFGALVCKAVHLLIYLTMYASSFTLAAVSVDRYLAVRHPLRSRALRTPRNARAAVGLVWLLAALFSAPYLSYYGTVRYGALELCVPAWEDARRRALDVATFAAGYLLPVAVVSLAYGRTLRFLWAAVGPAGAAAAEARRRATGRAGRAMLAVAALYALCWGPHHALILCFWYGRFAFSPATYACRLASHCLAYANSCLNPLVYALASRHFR
Starred values were filed as active, the others as inactive.

SMILES	GalR3 antagonist
CC1CCN(C(=O)COC(=O)c2c[nH]c3ccccc23)CC1	-0.2
CCCCCCCCN1C(=O)[C@H](CC(=O)NCc2cccc(C(F)(F)F)c2)C[C@@]2(C(=O)OC)CCCCC=C12	-6.6
C[C@H]1CN([C@@H](C)CO)C(=O)CCCn2nncc2CO[C@H]1CN(C)S(=O)(=O)c1ccc(Oc2ccccc2)cc1	-3.4
CSc1ccccc1C(=O)C1CCCN(C(=O)c2cccc(Cn3cccn3)c2)C1 (stereo unspecified)	-6.2
COCCN1C[C@@H](CO)O[C@@H](n2cnc3c(NC4CC4)ncnc32)C1	-5.7
COc1ccc(-n2c(SCC(=O)Nc3cc(C)on3)nc3c(c2=O)SC(C)C3)cc1 (stereo unspecified)	-6.6
COC(=O)C1=CCCCC(O)=C1C(=O)OC	-4.3
CC(C)C[C@H]1CN(CCCC[C@H]2CNC(=O)C(=O)N2CCc2ccc(O)cc2)C(=O)C(=O)N1Cc1ccccc1	-5.0
COCCN1C(=O)CCC1(C)c1nnnn1-c1ccc2c(c1)OCCO2 (stereo unspecified)	-3.9
CCOC(=O)CN1C(=O)[C@]2(OCCC=C[C@H]2C)c2c(Br)cccc21	-7.0
COC(=O)C[C@H]1C=C[C@H](NC(=O)Nc2ccccc2OC)[C@@H](CO)O1	0.8
CC1(Oc2cccnc2Cl)CCN(Cc2ccc(OC(F)(F)F)cc2)C1 (stereo unspecified)	-7.0
OC[C@@H]1CN(CCN2CCOCC2)C[C@H](n2cnc3c(NC4CCC4)ncnc32)O1	6.9
CCN(C(=O)c1cc(OC)c(OC)c(OC)c1)C1CCCCC1	-5.4
CCC(=O)N1CCCC(C)(C(=O)Nc2ccc(C)c(C)c2)C1 (stereo unspecified)	-5.9
COC(=O)[C@]12CCCCC=C1N(CCC1=CCCCC1)C(=O)[C@H](CC(=O)NCCCN1CCCC1=O)C2	-5.9
O=C(Nc1ccc(F)cc1)C(c1cccc(F)c1)N1CCN(Cc2c(F)cccc2Cl)CC1 (stereo unspecified)	-2.2
Cc1cccc(CN(C)C[C@H]2OCc3cnnn3CCCC(=O)N([C@H](C)CO)C[C@@H]2C)c1	-4.7
CCNC(=O)C1(C)CCN(C(=O)c2ccc(C#N)cc2)C1 (stereo unspecified)	-3.5
CCCCCNC(=O)C(c1ccnc2ccccc12)n1c(=O)c(-c2cc3ccccc3[nH]2)nc2ccccc21 (stereo unspecified)	-2.8
CC(C)(C(=O)N1CCC1(C)C(=O)NS(=O)(=O)c1cccc(Cl)c1)c1ccccc1 (stereo unspecified)	-6.7
CN(Cc1ccc(Cl)cc1Cl)C(=O)C1CSC2(C)CCC(=O)N12 (stereo unspecified)	1.0
CCOC(=O)c1c(C)oc(=O)c(CC)c1O	-6.0
Cc1cccc(C)c1OCc1nnc(SCC(=O)O)n1-c1c(C)cccc1C	-3.1
CCOC(=O)C1=CCN(S(=O)(=O)c2ccc(F)cc2)C1c1cccc(Cl)c1 (stereo unspecified)	-5.2
COC(=O)c1sc(NC(=O)COC(=O)C2CCC2)c(C(=O)OC)c1C	-4.2
COc1cc(CNC(=O)c2cc(-c3ccc(F)cc3OC)n[nH]2)cc(OC)c1	-3.8
CC(=O)NC(C)(c1ccccc1)c1nc(-c2cccc3cccnc23)cs1 (stereo unspecified)	-6.5
CC(C)Nc1nc(NCCN2CCCC2)c2sc(-c3ccccc3)cc2n1	-7.7
O=C(Nc1ccccn1)C1CCN(S(=O)(=O)c2ccc3ccccc3c2)CC1	-6.6
C[C@@H](NC(=O)[C@@H]1CCCN1C(=O)OC(C)(C)C)c1ccccc1	4.8
COc1cc(-c2cc3nc(NC4CCCCC4)ccn3n2)cc(OC)c1OC	-6.4
CC1(c2ccccc2)CCC(=O)NC1 (stereo unspecified)	-6.2
O=C(NCc1cc2ccccc2[nH]1)C1CCC(=O)N(CC2CCCCC2)C1 (stereo unspecified)	-9.0
Cc1cc(CNC[C@H]2O[C@@H](n3ccc(N)nc3=O)[C@H](O)[C@@H]2O)no1	-4.5
O=C(Cc1ccc(Cl)cc1)Nc1cccnc1Cl	-2.1
CCc1ccc(C2=CC(=O)CC(C)(C)C2=O)cc1	-5.5
CCN(C(=O)COC(=O)/C=C/c1ccccc1Cl)c1c(N)n(Cc2ccccc2)c(=O)[nH]c1=O	-4.2
Cc1ccc(-c2cc(NC=O)c3ncc(-c4cnn(C)c4)n3c2)cc1	-2.6
O=S(=O)(c1ccccc1)N1CCNc2ccccc21	-5.0
Cc1ccc2nc(-c3ccco3)c(Cc3ccccc3C(F)(F)F)n2c1	-4.7
O=C(c1[nH]c(C(F)(F)F)nc1-c1ccccc1)N1CCC(Cc2ccccc2)CC1	-0.3
Clc1ccc2c(c1)C1CC2CCN1Cc1ccccc1 (stereo unspecified)	-2.1
O=C(OCc1ccc(Br)cc1)c1cc([N+](=O)[O-])ccc1N1CCOCC1	-5.5
CC1CCCCC12NC(=O)N(CC(=O)OCc1ccccc1Cl)C2=O (stereo unspecified)	-4.1
CCOC(=O)C1=C(C)c2ccccc2N(S(=O)(=O)C(F)(F)F)C1C(=O)OCC (stereo unspecified)	-3.1
CCOc1ccc(S(=O)(=O)N2CCN(C(=O)c3ccc(Cl)c(S(=O)(=O)N4CCOCC4)c3)CC2)cc1	10.4
COc1ccc2c(C)cc(=O)oc2c1OCC(O)CN1CCOCC1 (stereo unspecified)	-7.4
O=C(N[C@@H](Cc1cccnc1)C(=O)N1CCC[C@H]1C(=O)NCCc1ccccc1Cl)c1cccs1	-1.9
COc1ccc(C=C(C#N)C(=O)c2ccccc2)cc1	-4.3
COc1ccccc1-c1cnc(C(O)c2cccc(F)c2)[nH]1 (stereo unspecified)	-7.8
COc1ccc(CN2CCC(C)(Oc3ccc(C(C)=O)cc3)C2)c2ccccc12 (stereo unspecified)	-10.6
CC(C)n1nnnc1C1c2ccccc2C(=O)N1Cc1ccccc1 (stereo unspecified)	-4.3
O=C(Nc1ccccc1[N+](=O)[O-])OCC=Cc1ccccc1	1.7
Nc1nnc2cc(Cl)ccc2n1	-0.6
COc1ccc(C(=O)COC(=O)c2cc(=O)c3ccccc3o2)c(OC)c1	-4.5
COc1ccc(C2=Nc3ccccc3N(C(=O)c3ccc(C)cc3)C2C(=O)Nc2c(C)cccc2C)cc1 (stereo unspecified)	-6.6
O=CNc1ccc2c(c1)Cc1cccc(NC=O)c1-2	-5.8
Nc1nc(SCc2ccccn2)c2ncn(C3CCCC3)c2n1	-6.5
Cc1cccc(C(=O)N2CCC(C)(C(=O)NS(=O)(=O)C3CC3)C2)c1C (stereo unspecified)	-2.3

Rewritten with bars between the fields: entries from further up
canonical_smiles | GalR3 antagonist
O=C(N[C@@H](Cc1cccnc1)C(=O)N1CCC[C@H]1C(=O)NCCc1ccccc1Cl)c1cccs1 | -1.9
COc1ccc(C=C(C#N)C(=O)c2ccccc2)cc1 | -4.3
COc1ccccc1-c1cnc(C(O)c2cccc(F)c2)[nH]1 (stereo unspecified) | -7.8
COc1ccc(CN2CCC(C)(Oc3ccc(C(C)=O)cc3)C2)c2ccccc12 (stereo unspecified) | -10.6

Next records:
SMILES	GalR3 antagonist
O[C@@H]1CN(Cc2cccs2)[C@@H](c2ccc(Cl)cc2)C[C@H]1n1cc(C2CC2)nn1	-5.2
COc1cc(C=C2C(=O)C=CC2=O)ccc1O	7.1
COc1ccc(C(c2nnnn2C(C)(C)C)N2CCN(C/C=C/c3ccccc3)CC2)cc1 (stereo unspecified)	-2.4
COc1ccc(C(=O)NCC2CCN(C(=O)C(=O)c3cc4ccccc4o3)CC2)cc1	-6.4
COC(=O)C1=CN(c2ccc(OC)cc2OC)C(N)=C(C#N)C1c1cccc([N+](=O)[O-])c1 (stereo unspecified)	-4.1
Nc1ccn([C@@H]2O[C@H](CNCc3cccc(OC4CCCC4)c3)[C@@H](O)[C@H]2O)c(=O)n1	-5.8
Cc1ccc(S(=O)(=O)N2CCN(C(=O)COC(=O)c3ncc(Cl)c(Cl)c3Cl)CC2)c(C)c1	1.2
CN1CCCCC(NC(=O)c2cccs2)C1=O (stereo unspecified)	-7.5
COc1cc(-c2cnc3c(NC=O)cc(-c4ccccc4)cn23)cc(OC)c1OC	-2.0
CN(CCc1ccccc1)C(=O)c1ccc(NC(=O)Cc2ccc(NC(=O)C3CCCN(C(=O)C4CCCCC4)C3)cc2)cc1 (stereo unspecified)	-2.3
O=C(CCSCCC(=O)NN=Cc1ccc(F)cc1)NN=Cc1ccc(F)cc1	-6.3
O=C(COc1cccc2c1CCNC2=O)Nc1ccc(F)cc1	-4.4
Cc1ccsc1CNC(=O)C1(C)CCCN1CC(C)C (stereo unspecified)	-7.9
CCOC(=O)C1=CN(Cc2cccc(F)c2)S(=O)(=O)N(CC)C1c1ccc(Br)cc1F (stereo unspecified)	-2.5
CCN(Cc1ccccc1)c1cc2c(c3c1ccn3C)C1CCC2O1 (stereo unspecified)	-2.7
CNc1c2cccc(C)c2nc2c(C(=O)NCCN(C)C)cccc12	-8.0
O=C1[C@H]2[C@@H](c3ccc(C(F)(F)F)cc3)N[C@]3(CCCN(CC4CCCCC4)C3=O)[C@H]2C(=O)N1Cc1ccccc1	-6.7
COc1ccc(-c2ccc(CN3C(C(C)C)C(=O)N(Cc4cn(Cc5ccco5)nn4)CCS3(=O)=O)cc2)cc1 (stereo unspecified)	-4.4
COc1cc(O)c(C(C)=O)c2c1C=CC(C)(C)O2	0.7
CCc1ccccc1N=Cc1c(C)c(C#N)c2[nH]c3ccccc3n2c1=O	-4.4
CC=C1OC(n2cnc3c(N)ncnc32)C(O)C1O (stereo unspecified)	-2.7
C[C@@H]1CN([C@@H](C)CO)C(=O)CCCn2nncc2CO[C@H]1CN(C)Cc1ccc(C(F)(F)F)cc1	-5.0
COC(=O)C1=CN(c2ccc(C(C)(C)C)cc2)C(N)=C(C#N)C1c1ccc(OC)cc1 (stereo unspecified)	-7.4
CCCNC(=O)C1(C)CCCN(C(=O)c2c(C)noc2C)C1 (stereo unspecified)	-5.9
Cc1cc(C)c(Cn2c(=O)[nH][nH]c2=O)cc1Cn1c(=O)[nH][nH]c1=O	-4.0
COc1ccc(S(=O)(=O)N2CCN(C(=O)c3ccc(=O)[nH]n3)CC2)cc1OC	-3.5
COc1ccc(CCNC(=O)CNC(=O)N2CC(=O)Nc3ccccc32)cc1OC	1.4
CC(=O)N1CCCC(C)(C(=O)Nc2cccc(OC(C)C)c2)C1 (stereo unspecified)	-3.4
COc1ccc(C2CC=C(C(C)=O)CN2S(=O)(=O)c2ccccc2)cc1 (stereo unspecified)	2.5
O=C(Nc1ccc(F)cc1)C(c1ccccc1OC(F)(F)F)N1CCN(c2cccc(C(F)(F)F)n2)CC1 (stereo unspecified)	-0.1
COc1cccc(C(O)c2ncc(-c3cccc(C(F)(F)F)c3)[nH]2)c1 (stereo unspecified)	-4.5
CC1(C)CCC(=NNC(N)=S)CC1	-2.0
COc1ccc([C@H]2C[C@H](O)[C@@H](n3cc(-c4ccc(F)cc4)nn3)CN2C(=O)c2cccs2)cc1	-7.0
COc1cc(C(=O)OCC(=O)NCCC2=CCCCC2)cc(OC)c1OC	-2.2
O=C(C[C@H]1C[C@@H]2c3cc(NC(=O)c4cccnc4)ccc3O[C@@H]2[C@H](CO)O1)NCc1ccncc1	-5.3
NS(=O)(=O)c1ccc(NC(=O)c2cccc3cc4ccccc4nc23)cc1	-7.7
COc1cc(Cl)c(CNC[C@H]2O[C@@H](n3ccc(=O)[nH]c3=O)[C@H](O)[C@@H]2O)c(Cl)c1O	-4.0
COc1ccc(Nc2nc3cc(-c4ccccc4C)sc3c(=O)n2C)cc1OC	-3.4
CC(=O)c1ccccc1NC(=O)CN1C(=O)NC2(CCCCCCC2)C1=O	-4.7
COc1cc(/C=C/C(=O)OCC(=O)c2ccc[nH]2)ccc1O	-6.8
OCCN1CCN(c2cnc(-c3ccsc3)cn2)CC1	-3.0
COC(=O)Cc1nnn2c1[C@H](C)[C@@H](OC)c1cccc(Cl)c1-2	-6.0
COc1ccc(N(C)S(=O)(=O)c2cccc(C(=O)OCC(=O)Nc3cc(C)ccc3OC)c2)cc1	-6.8
CN(C)C(=O)CCc1ccc2c3c([nH]c2c1)[C@]1(C)[C@@H](C(=O)N2CCOCC2)C[C@H](CC(=O)NCc2cccc(C(F)(F)F)c2)C(=O)N1CC3	-5.5
NC(=O)c1ncn2c(=O)n(CCCl)nnc12	1.0
O=C(N/C(=C/c1cccc(Br)c1)C(=O)N1CCOCC1)c1ccco1	-5.4
COCCCn1cc(CN2CC(N3CCN(CCO)CC3)CS2(=O)=O)nn1 (stereo unspecified)	-3.6
CC(C)C[C@@H](CNCC(=O)[C@H](CC(C)C)NC(=O)c1[nH]cnc1C(=O)N[C@H](CN)CC(C)C)NC(=O)c1nc[nH]c1C(=O)N[C@@H](CC(=O)O)C(=O)O	-5.5

6 compounds out of the list above, ordered by the number in GalR3 antagonist, ascending.
SMILES	GalR3 antagonist
CC1(c2ccccc2)CCC(=O)NC1 (stereo unspecified)	-6.2
CCOC(=O)c1c(C)oc(=O)c(CC)c1O	-6.0
CC(C)C[C@@H](CNCC(=O)[C@H](CC(C)C)NC(=O)c1[nH]cnc1C(=O)N[C@H](CN)CC(C)C)NC(=O)c1nc[nH]c1C(=O)N[C@@H](CC(=O)O)C(=O)O	-5.5
COc1cc(C(=O)OCC(=O)NCCC2=CCCCC2)cc(OC)c1OC	-2.2
Nc1nnc2cc(Cl)ccc2n1	-0.6
COc1cc(O)c(C(C)=O)c2c1C=CC(C)(C)O2	0.7

(more compounds)
SMILES	GalR3 antagonist
Cc1nc(C(F)(F)F)ccc1C(=O)N1CCC1(C)C(=O)NS(C)(=O)=O (stereo unspecified)	-2.1
COC(=O)c1ccc2c(c1)c(-c1ccccc1)c(-c1ccccc1)n2C	-5.8
CCOc1cc(/C=N/Nc2ccc(S(=O)(=O)Nc3ccccc3C(=O)O)cc2[N+](=O)[O-])cc(Cl)c1O	-4.8
C/C(=N\Nc1ccccc1)c1cccs1	-1.0
CC(=O)OC[C@@H]1CN(Cc2ccccc2)C[C@H](n2cnc3c(NCc4ccc(F)cc4)ncnc32)O1	-3.9
CCc1nc2c(OCCn3cccc3)cccn2c1N(C)C(=O)c1ccc(OC)cc1	-4.0

A portion of the library; the hit share may differ from the screen's.
